From PubChem
NFkB transloc pot: enhances IL-1B driven NFkB nuclear translocation. 0.3% of 94,000 active. HUVEC IL-1B NFkB p65 nuclear translocation imaging. AID 819. activation, % at 2 µM;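 active = activation above 40%, about the mean plus 3 SD, also judged a hit on visual image review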;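 also: percent activation is computed from the nuclear over cytoplasmic p65 intensity ratio; values of inactives mirror those of a sister screen read the other way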
MRP resist rev: MRP-mediated drug resistance reversal; 0.04% of 85,000 active; AID 602; differential viability (reversal), % at 10 µM; H69AR cells + 2 uM doxorubicin, CellTiter-Glo, 72 h;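 active = viability drop by adding the cancer drug above about 55%, with treated viability meeting a 40% cutoff, limit read from the data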;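 also: viability without doxorubicin minus viability with 2 µM doxorubicin for each compound; larger differential means the compound sensitizes cells more to doxorubicin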
IL1B NFkB inh: blocks IL-1B driven NFkB nuclear translocation in HUVEC cells. inhibition, % at 2 µM. HUVEC IL-1B NFkB p65 nuclear translocation imaging. 0.43% of 94,000 active;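 active = inhibition above about 30% together with a positive call from visual inspection of the well image, limit read from the data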;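 also: nuclear over cytoplasmic p65 intensity ratio measured by imaging; 0% = IL-1B stimulated DMSO wells and 100% = unstimulated DMSO wells; values of inactives mirror those of a sister screen read the other way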
PLAP inhibitors HTS: inhibition of human placental alkaline phosphatase – biochemical, luminescence, HTS (AID 690) | 0.08% of 96,000 active | inhibition, % at 20 µM; hits with a dose series show IC50 in µM | purified PLAP, luminescent substrate; higher % means a stronger effect; in the data active = a potency from the dose series; inactive = the rest, 99 in 100 with inhibition below about 30%; also: strong numbers were not always called active
Bcl-B displacement: displacers of TR3 peptide from Bcl-B, primary screen, selectivity assay for Bfl-1 inhibitor project, biochemical, fluorescence polarization; 0.11% of 96,000 active; displacement, % at 20 µM; hits with a dose series show IC50 in µM; FP displacement of FITC-TR3 peptide from Bcl-B; higher % means a stronger effect; AID 748;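 active = displacement above 50% at 20 µM plus a fluorescence interference ratio under 1.5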;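 also: plate controls were wells without compound for no effect and wells lacking Bcl-B protein for full effect; a part of the inactive calls stands beside numbers as strong as those of hits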
MRP resist rev cytotoxicity: also measured in MRP resist rev; calls as there; viability, %; H69AR cells, CellTiter-Glo, 72 h; measured here: cytotoxicity without doxorubicin
MRP resist rev with doxorubicin: second read-out of MRP resist rev, no call of its own (marks repeat the call); viability, %; measured here: viability with 2 uM doxorubicin; hits give low values
IL1B NFkB inh cell count 2 µM: second read-out of IL1B NFkB inh, no call of its own (marks repeat the call); cell count; measured here: cells passing quality filter;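 raw number of nuclei counted in each imaged well without normalization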
NFkB transloc pot cell count 2 µM: further read-out of NFkB transloc pot, marked with its call; cell count; measured here: cells passing quality filter
The depositor's hits bear a star; / = no result given.

SMILES	MRP resist rev with doxorubicin	NFkB transloc pot cell count 2 µM	PLAP inhibitors HTS	IL1B NFkB inh	MRP resist rev	IL1B NFkB inh cell count 2 µM	Bcl-B displacement	NFkB transloc pot	MRP resist rev cytotoxicity
CCOC(=O)CSc1nnc(SCCN2C(=O)c3ccccc3C2=O)s1	87	105	-68%	13	7	105	-4%	-13	94
COC(=O)c1c(NC(=O)CSc2nc(-c3ccco3)cc(C(F)(F)F)n2)sc2c1CCCC2	74	110	1%	8	-10	110	4%	-8	64
COc1ccc(NC(=O)/C(C#N)=C/c2ccc(Br)o2)cc1	/	143	0%	-3	/	143	16%	3	/
COCc1nnc(SCC(=O)NC(C)c2ccccc2)n1-c1ccccc1 (stereo not drawn)	73	151	-1%	0	25	151	0%	0	98
Cc1cc(-c2nnc3sc(-c4ccc(Cl)cc4Cl)nn23)n[nH]1	72	140	5%	0	1	140	5%	-1	73
Cc1ccc(S(=O)(=O)NC(=O)Nn2c(C)nnc2C)cc1	99	150	19%	-9	-4	150	-10%	9	95
COc1ccc(OC)c(NC(=O)C2=C(C)Nc3ncnn3C2c2cccs2)c1 (stereo not drawn)	77	/	-6%	/	-3	/	6%	/	75
COC(=O)C1=C(C)Nc2c(c(=O)n(C)c(=O)n2C)C1c1cccnc1 (stereo not drawn)	83	125	/	7	16	125	/	-7	100
Cc1ccc(-c2noc(CCC(=O)NCC3CCN(Cc4cccc(C)c4)CC3)n2)cc1	69	98	-60%	-3	4	98	-8%	3	73
CCOC(=O)c1c(C)n(C)c2ccc(OCC(O)CN3CCCCCC3)cc12 (stereo not drawn)	91	146	-68%	-1	-2	146	5%	1	89
Cc1nc2cc(Cl)ccc2n1CCO	101	139	-1%	-10	0	139	-2%	10	100
C/C(N)=C(/C#N)C(=O)CSc1nnc(NC(C)C)s1	94	137	6%	-8	10	137	24µM*	8	104
CCn1c(SCC(=O)N2CCCc3ccccc32)nc2c1c(=O)n(C)c(=O)n2C	80	167	-28%	-25	-21	167	0%	25	59
CCSc1nnc(NC(=O)c2cc(C)nc3ccccc23)s1	72	170	-2%	0	-3	170	-14%	0	69
COC(=O)CN(c1ccccc1F)S(=O)(=O)c1ccccc1	88	/	-4%	/	20	/	-9%	/	108
Cc1nc(SCC(=O)N2CCN(c3ccccc3)CC2)c2oc3ccccc3c2n1	97	90	-52%	-1	-11	90	2%	1	85
O=C(c1ccco1)N1CCN(/C(=N/S(=O)(=O)c2cccs2)c2ccccc2Cl)CC1	/	157	-42%	-14	/	157	0%	14	/
COc1nnc(-c2ccc(N3CCOCC3)c(NC(=O)c3ccccc3)c2)c2ccccc12	79	152	-48%	-1	17	152	-12%	1	97
CCOc1ccc(C2CC(c3ccccc3C)n3ncnc3N2)cc1 (stereo not drawn)	86	171	-23%	2	-4	171	11%	-3	82
COc1ccccc1C(=O)Nc1nc2nc(-c3ccccc3)cc(=O)n2[nH]1	95	96	-6%	-1	-7	96	0%	1	88
CCC(=O)Nc1c(C(=O)Nc2cccc(OC)c2)oc2ccccc12	70	130	-5%	9	13	130	10%	-9	84
COc1ccc(S(=O)(=O)Nc2ccc(S(=O)(=O)N3CCCC3)cc2)cc1	87	167	-19%	-6	3	167	7%	6	90
Cc1cccc(CC2CC(=O)N(C3CCCCC3)C2=O)c1 (stereo not drawn)	100	77	-10%	-3	-3	77	-5%	3	97
O=C(NCc1ccccc1)c1n[nH]nc1-c1ccccc1O	98	/	-194%	/	-34	/	-2%	/	64
COC(=O)C1=C(C)NC(C)=C(C(=O)OC)C1C(=O)OC1CCCCC1=O (stereo not drawn)	94	180	-29%	-16	-1	180	-3%	16	92

Arranged by value in PLAP inhibitors HTS (ascending): 3 of the compounds above
Structure,NFkB transloc pot cell count 2 µM,PLAP inhibitors HTS,Bcl-B displacement,NFkB transloc pot
CCOC(=O)c1c(C)n(C)c2ccc(OCC(O)CN3CCCCCC3)cc12 (stereo not drawn),146,-68%,5%,1
Cc1ccc(-c2noc(CCC(=O)NCC3CCN(Cc4cccc(C)c4)CC3)n2)cc1,98,-60%,-8%,3
C/C(N)=C(/C#N)C(=O)CSc1nnc(NC(C)C)s1,137,6%,24µM*,8

The list goes on:
SMILES	MRP resist rev with doxorubicin	NFkB transloc pot cell count 2 µM	PLAP inhibitors HTS	IL1B NFkB inh	MRP resist rev	IL1B NFkB inh cell count 2 µM	Bcl-B displacement	NFkB transloc pot	MRP resist rev cytotoxicity
O=C(Nc1ccc2nc(-c3ccc(Br)o3)[nH]c2c1)c1cccs1	48	16	-8%	99*	-10	16*	0%	-99	38
CCCCOCCCNC(=O)N[C@@H](CC(C)C)C(=O)O	103	134	11%	-33	-11	134	-11%	33	92
CCOC(=O)CC(=O)CSc1nc(C)cc(C)c1C#N	85	164	-1%	-9	3	164	4%	9	89
Cc1ccc(-n2c(N)c(C(N)=O)sc2=S)cc1	60	66	-8%	0	-15	66	4%	0	46
COc1ccc(CNCCC(c2ccccc2)c2ccc3c(c2)OCO3)cc1 (stereo not drawn)	/	162	17%	3	/	162	-1%	-3	/
CCN(CC)C(=O)C1CCCN(Cc2ccc(OC)c(C)c2C)C1 (stereo not drawn)	72	/	2%	/	11	/	-3%	/	83
Cc1cc(C)c(S(=O)(=O)c2ccccc2)c(OC(=O)c2c(Cl)cc(Cl)cc2Cl)n1	75	/	3%	/	-23	/	-2%	/	52
CCOC(=O)N1CCC(N2C(=O)c3cc(C(=O)NC4CCCCC4)ccc3C2O)CC1 (stereo not drawn)	84	/	-46%	/	-29	/	-39%	/	55
CCSc1nnc2nc(C)cc(C)n12	86	121	21%	8	13	121	-9%	-8	99
O=C(NNC(=O)c1ccccc1Br)c1ccc(SCC2CCCO2)c([N+](=O)[O-])c1 (stereo not drawn)	77	211	-36%	-6	2	211	-5%	6	79
COc1cccc(S(=O)(=O)NCc2ccc(C(=O)Nc3ccc(Cl)c(Cl)c3)cc2)c1	/	218	15%	-9	/	218	4%	9	/
CCO/C(C)=N/n1c2nc3ccccc3nc2c2c(=O)n(C3CCCC3)c(C)nc21	82	129	-35%	-23	3	129	4%	23	85
Fc1ccc(N2N=C(c3cccs3)CC2c2ccco2)c(F)c1 (stereo not drawn)	/	170	-5%	-3	/	170	-4%	3	/
O=C1CN=C(Nc2ccccc2Cl)N1c1ccccc1	102	188	-22%	-9	-12	188	-9%	9	90
CCOc1ccc(NC(=O)CCN2CCN(S(=O)(=O)c3ccc(OC)cc3)CC2)cc1	90	194	-48%	3	-6	194	-8%	-3	84
CCC(=O)N(Cc1ccc(C)cc1)Cc1cc2cc3c(cc2[nH]c1=O)OCO3	94	185	18%	-22	2	185	-2%	22	96
O=S(=O)(NC1CCCCCC1)c1ccc(Br)s1	75	96	/	19	10	96	/	-19	85
O=C(NCCc1ccccc1)C1CCN(S(=O)(=O)c2cccs2)CC1	84	192	2%	0	3	192	3%	0	87
CCOC(=O)c1ccc(N2Cc3ccccc3C2=N)cc1	/	162	24%	-7	/	162	6%	7	/
Cc1ccc(-c2nnc(SCC(=O)Nc3ccc(N4CCOCC4)cc3)o2)cc1	/	157	6%	-7	/	157	1%	7	/
O=C(NCCc1ccccc1)c1c(O)c2cccc3c2n(c1=O)CC3	81	89	0%	9	-14	89	-7%	-9	67
COC(=O)Cc1ccc2c3ccccc3n(C)c2c1	95	170	4%	0	-1	170	4%	0	94
CCCCN1CCCCC1C(=O)Nc1c(C)cc(C)cc1C (stereo not drawn)	87	73	-58%	-16	3	73	-5%	16	89
S=c1[nH]nc(-c2ccccc2Cl)n1CC1CCCO1 (stereo not drawn)	90	35	0%	-23	5	35	-9%	23	95
CCOc1ccc(NC(=O)CCN2CCN(c3ccccc3)CC2)cc1	96	164	-44%	-17	8	164	0%	17	104
COC(=O)C1=C(C)NC(C)=C(C(=O)OC)C1c1cc2ccc(C)cc2[nH]c1=O	55	149	-31%	3	-35	149	-3%	-3	20
CCOC(=O)c1ccc(NC(=O)CSc2nnc(C)n2-c2ccccc2)cc1	69	/	-36%	/	21	/	-9%	/	90
c1ccc(CC2CCN(c3nc4ccccc4n4cnnc34)CC2)cc1	77	90	-84%	-7	14	90	6%	7	91
CC1CCCCN1S(=O)(=O)c1coc(C(N)=O)c1 (stereo not drawn)	98	28	3%	14	4	28	4%	-14	102
Cc1cccc(C(C)C)c1NC(=O)CSc1nncn1C	/	159	-16%	-2	/	159	1%	2	/
Cc1ccc(OCCn2c(C3CC(=O)N(Cc4ccccc4)C3)nc3ccccc32)cc1 (stereo not drawn)	53	177	-46%	13	-7	177	0%	-13	47
O=Nc1c2nc3ccccc3n(O)c-2c2ccccc12	76	103	8%	-3	-23	103	4%	3	52
Cc1ccsc1C(=O)N(c1nc2ccccc2s1)c1c(C)cccc1C	86	155	-8%	-5	7	155	-13%	5	93
Cc1ccc(S(=O)(=O)Cc2ccc(C(=O)N3CCN(c4ccccn4)CC3)o2)cc1	86	60	0%	-5	-9	60	20%	5	77
CC1Cc2ccccc2N1C(=O)c1ccc2snnc2c1 (stereo not drawn)	80	76	16%	12	16	76	-5%	-11	96
O=C(c1ccc2c(c1)OCO2)N(CC1CCCO1)C1(C(=O)NC2CCCCC2)CCCCC1 (stereo not drawn)	/	142	-93%	8	/	142	-4%	-8	/
CCOC(=O)N1CCN(C(=O)CN(C2CCCCC2)S(=O)(=O)c2ccc(Cl)cc2)CC1	75	185	-51%	-18	1	185	3%	19	76
CCOC(=O)C1=NN(C(=O)Nc2cccc(C(F)(F)F)c2)C2C(=O)N(c3cccc(C(F)(F)F)c3)C(=O)C12 (stereo not drawn)	/	134	-42%	-6	/	134	-4%	6	/
O=C(O)c1cccc(CN2C(=O)CSC2=O)c1	92	152	-12%	-33	16	152	9%	33	108
COc1ccc(-c2cn(-c3ccc(C)cc3)c(=O)n2CC(=O)Nc2ccc(OC)c(OC)c2)cc1	81	156	-90%	-6	-5	156	4%	6	76
CC(C)CN(C(=O)c1ccc(=O)n(C)n1)c1nc2ccccc2s1	85	166	-47%	-2	-11	166	1%	2	74
O=C1/C(=C\Nc2ccc(OC(F)(F)F)cc2)CCN1c1ncccn1	98	44	9%	6	11	145	-7%	-29	109
CCSc1nnc2n(-c3ccc(OC)cc3)c(=O)c3c4c(sc3n12)CCCC4	71	179	-64%	-34	0	179	0%	33	70
CCOc1ccc(C(C)=O)cc1CSc1nnc(-c2ccoc2C)n1N	112	113	-32%	5	-6	113	-56%	-5	106
CCC1(C)Cc2c(sc(NC(=O)CCC(=O)O)c2C#N)CO1 (stereo not drawn)	93	86	2%	-5	5	86	2%	5	98
CCOC(=O)c1ccc(NC(=O)CSc2nc3cccnc3n2C)cc1	87	174	/	-17	8	174	/	17	95
Cc1nn(C(C)(C)C)c(OC(=O)c2ccc(Br)o2)c1Sc1ccccc1	93	143	-41%	3	2	143	3%	-3	95
CCCc1cc(=O)[nH]c(-n2[nH]c3c(c2=O)CCCC3)n1	/	162	-131%	0	/	162	12%	0	/
Cc1ccccc1NS(=O)(=O)c1cc(C(=O)N2CCc3ccccc3C2)ccc1C	/	123	-13%	14	/	123	13%	-14	/
COc1cc(CNCCN2CCOCC2)ccc1OCc1cccc(Cl)c1	/	173	-74%	-3	/	173	4%	3	/
COCCCNC(=O)Cn1cc2c(n1)CCCCC2	92	/	-5%	/	0	/	2%	/	92
Brc1ccc(-c2cnc3n2CCCC3)cc1	95	125	-26%	14	11	125	1%	-14	106

Records above marked active in Bcl-B displacement.
SMILES	NFkB transloc pot cell count 2 µM	PLAP inhibitors HTS	Bcl-B displacement	NFkB transloc pot
C/C(N)=C(/C#N)C(=O)CSc1nnc(NC(C)C)s1	137	6%	24µM*	8

An excerpt; the hit share may differ from the screen's.
